Apaf1 inhib = human Apaf-1 inhibition. O14727. reconstituted apoptosome caspase-3 activity, DEVD-Rh110 fluorescence. inhibition, % at 20 µM. actives 0.71% (n = 330,000). AID 489030; active = inhibition of at least 40% at 20 µM;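 also: plate controls were DMSO wells for no effect and DEVD-CHO caspase inhibitor wells for full effect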
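Material: biochemical Apaf-1 apoptosome reconstitution. Medium: Hepes buffer, pH 7.5. Also added: cytochrome c activation, bis-DEVD rhodamine 110 substrate. Timing: 30 min compound preincubation, 50 min activation, room temperature. Measured by: rhodamine 110 fluorescence at Ex 480/Em 540 nm.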
UBC13 inh = inhibitors of human UBC13 polyubiquitin chain formation; TR-FRET; inhibition, % at 20 µM; actives 0.47% (n = 330,000); P61088; in the data active = inhibition above about 45%, passing the limit was not always enough
Target sequence (P61088 whole entry, looked up): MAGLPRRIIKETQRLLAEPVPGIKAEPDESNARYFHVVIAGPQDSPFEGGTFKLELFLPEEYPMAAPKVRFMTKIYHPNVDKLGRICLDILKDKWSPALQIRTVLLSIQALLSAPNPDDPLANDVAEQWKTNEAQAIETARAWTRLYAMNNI
Jurkat NFkB inh = lowers PMA/ionomycin-induced NF-kB signal in Jurkat cells. PMA/ionomycin-induced NF-kB luciferase reporter, luminescence. inhibition, % at 4 µM. actives 0.53% (n = 330,000)
697 NFkB inh = lowers PMA/ionomycin-induced NF-kB signal in 697 B cells. AID 435022. actives 0.33% (n = 330,000). inhibition, % at 4 µM. 697 B-cell NF-kB luciferase reporter, 16 h; in the data active = inhibition above about 35%
SENP7 block = SENP7 protease inhibition. Q9BQF6. actives 1.5% (n = 330,000). AID 434973. inhibition, % at 5 µM. recombinant SENP7, Z-RLRGG-aminoluciferin luminescence, 40 min;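 active = inhibition above about 50% at the single test dose, limit read from the data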;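 also: plate controls were DMSO with enzyme for no effect and no enzyme buffer wells for full effect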
SENP8 inh = inhibitors of human SENP8 protease; Q96LD8; purified SENP8, Z-RLRGG-aminoluciferin cleavage, luminescence; inhibition, % at 10 µM; AID 2540; actives 1.2% (n = 330,000)
Gli-Sufu block = antagonists of Gli-Sufu signaling | Sufu-KO-LIGHT fibroblasts, Gli luciferase reporter luminescence | inhibition, % at 5 µM | actives 0.74% (n = 340,000);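 active = inhibition above about 55%, limit read from the data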;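 also: 0% = DMSO-treated cells and 100% = wells with medium but no cells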
HKDC1 inhibitor = HKDC1 (human) hexokinase inhibition; inhibition, % at 20 µM; actives 0.16% (n = 340,000); Q2TB90; recombinant HKDC1, G6PDH/diaphorase resazurin coupled fluorescence;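 active = inhibition above about 35% when tested at 20 µM, limit read from the data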;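 also: plate controls were DMSO wells with enzyme for no effect and DMSO wells lacking enzyme for full effect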
Target sequence (Q2TB90 whole entry, looked up): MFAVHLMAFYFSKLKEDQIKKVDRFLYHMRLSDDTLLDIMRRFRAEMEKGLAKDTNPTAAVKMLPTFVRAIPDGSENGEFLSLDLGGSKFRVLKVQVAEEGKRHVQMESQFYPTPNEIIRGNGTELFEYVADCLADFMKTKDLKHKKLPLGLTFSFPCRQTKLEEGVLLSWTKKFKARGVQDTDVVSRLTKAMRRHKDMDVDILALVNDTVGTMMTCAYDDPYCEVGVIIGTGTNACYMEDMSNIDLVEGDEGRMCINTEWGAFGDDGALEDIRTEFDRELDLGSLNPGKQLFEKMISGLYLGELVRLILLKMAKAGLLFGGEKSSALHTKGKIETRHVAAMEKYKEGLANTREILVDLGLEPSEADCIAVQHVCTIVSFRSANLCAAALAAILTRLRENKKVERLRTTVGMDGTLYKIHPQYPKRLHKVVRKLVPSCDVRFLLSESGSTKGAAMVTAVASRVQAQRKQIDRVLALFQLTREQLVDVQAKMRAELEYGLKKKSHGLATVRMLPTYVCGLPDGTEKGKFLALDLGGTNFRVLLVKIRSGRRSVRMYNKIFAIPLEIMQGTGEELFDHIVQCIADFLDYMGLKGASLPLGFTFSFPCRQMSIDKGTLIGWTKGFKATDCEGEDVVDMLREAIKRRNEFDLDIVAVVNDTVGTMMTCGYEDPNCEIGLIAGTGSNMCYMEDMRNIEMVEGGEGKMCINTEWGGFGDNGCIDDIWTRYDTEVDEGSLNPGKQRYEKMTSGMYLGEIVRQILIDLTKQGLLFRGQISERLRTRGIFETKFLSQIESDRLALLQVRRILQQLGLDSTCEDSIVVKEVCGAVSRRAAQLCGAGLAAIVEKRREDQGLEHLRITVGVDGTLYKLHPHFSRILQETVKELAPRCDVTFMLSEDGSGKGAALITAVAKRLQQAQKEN
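Incubation: 90 min at room temperature in dark / Material: recombinant HKDC1 (HK5) hexokinase enzyme, produced in-house / Quantity: enzyme 5 µg/mL final / Compound: one dose of 20 µM, 1% DMSO / Reagent: glucose and ATP substrates / Buffer or medium: Tris pH 8.0 buffer with MgCl2, Tween-20, BSA, BME / Technique: resorufin fluorescence at 613 nm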
Active calls of the source: *; nt = no result given. Rule as the data show it, unless noted: active = inhibition above about 50%; inactive = the rest.

The first 13 records, to show the layout:
SMILES | Apaf1 inhib | UBC13 inh | Jurkat NFkB inh | 697 NFkB inh | SENP7 block | SENP8 inh | Gli-Sufu block | HKDC1 inhibitor
Cc1ccc(NC(=O)c2ccccc2-c2ccc(C(F)(F)F)cc2)cc1S(=O)(=O)N1CCOCC1 | 9 | -6 | -2 | -33 | -12 | -8 | 16 | -7
Nc1c(C(=O)NC23CC4CC(CC(C4)C2)C3)sc2nc3c(c(C(F)(F)F)c12)CCC3 | -7 | 0 | -33 | -25 | 6 | -8 | -16 | -2
COc1cc(/C=C/C2=NC(=O)C(C)(C)O2)ccc1O | -15 | 2 | 11 | 14 | 6 | 3 | -3 | -6
CCOC(=O)c1c(-c2cccs2)csc1NC(=O)COC(=O)c1c(C)noc1C | 26 | -1 | -9 | -19 | 14 | -6 | 7 | 5
CCOc1ccc(NS(=O)(=O)c2ccc3[nH]cc(C(=O)NC(C)CC)c(=O)c3c2)cc1 (configuration not stated) | 22 | -8 | -5 | -37 | -6 | -11 | 25 | 3
CCOc1ccccc1NC(=O)c1ccc(-n2cncn2)nc1 | 7 | -2 | -11 | 0 | -8 | -11 | -6 | -7
CCCOc1ccc(C(=O)CCC(=O)NNC(=O)Cn2nc(C)cc2C)cc1 | 3 | 4 | 4 | 8 | -2 | 5 | -2 | -5
Fc1ccccc1-n1cn[nH]c1=S | -8 | -6 | -18 | -10 | 3 | 1 | -13 | -9
CCOc1ccccc1-c1nc(CN2CCC(C(=O)N3CCOCC3)CC2)c(C)o1 | 3 | 0 | 2 | 4 | -4 | 1 | 10 | -4
Cc1nn(-c2ccccc2)c(C)c1NC(=O)COc1ccc(Br)cc1Cl | 11 | 2 | 7 | -15 | 6 | 4 | 1 | -8
CC1CN(S(=O)(=O)c2ccc(C(=O)Nc3nccs3)cc2)CC(C)O1 (configuration not stated) | -15 | -1 | 8 | -6 | 11 | -7 | 11 | -5
CCOc1ccccc1N1C(=O)c2ccc(C(=O)Nc3cccnc3)cc2C1=O | 11 | 10 | -3 | 2 | -7 | -4 | -1 | -3
CCOc1cc(C(=O)Nc2cc(F)ccc2C)ccc1OCC(=O)N1CCOCC1 | 10 | 6 | -4 | 3 | -2 | 4 | -29 | 3

The whole of this part, from the start:
SMILES | Apaf1 inhib | UBC13 inh | Jurkat NFkB inh | 697 NFkB inh | SENP7 block | SENP8 inh | Gli-Sufu block | HKDC1 inhibitor
Cc1ccc(NC(=O)c2ccccc2-c2ccc(C(F)(F)F)cc2)cc1S(=O)(=O)N1CCOCC1 | 9 | -6 | -2 | -33 | -12 | -8 | 16 | -7
Nc1c(C(=O)NC23CC4CC(CC(C4)C2)C3)sc2nc3c(c(C(F)(F)F)c12)CCC3 | -7 | 0 | -33 | -25 | 6 | -8 | -16 | -2
COc1cc(/C=C/C2=NC(=O)C(C)(C)O2)ccc1O | -15 | 2 | 11 | 14 | 6 | 3 | -3 | -6
CCOC(=O)c1c(-c2cccs2)csc1NC(=O)COC(=O)c1c(C)noc1C | 26 | -1 | -9 | -19 | 14 | -6 | 7 | 5
CCOc1ccc(NS(=O)(=O)c2ccc3[nH]cc(C(=O)NC(C)CC)c(=O)c3c2)cc1 (configuration not stated) | 22 | -8 | -5 | -37 | -6 | -11 | 25 | 3
CCOc1ccccc1NC(=O)c1ccc(-n2cncn2)nc1 | 7 | -2 | -11 | 0 | -8 | -11 | -6 | -7
CCCOc1ccc(C(=O)CCC(=O)NNC(=O)Cn2nc(C)cc2C)cc1 | 3 | 4 | 4 | 8 | -2 | 5 | -2 | -5
Fc1ccccc1-n1cn[nH]c1=S | -8 | -6 | -18 | -10 | 3 | 1 | -13 | -9
CCOc1ccccc1-c1nc(CN2CCC(C(=O)N3CCOCC3)CC2)c(C)o1 | 3 | 0 | 2 | 4 | -4 | 1 | 10 | -4
Cc1nn(-c2ccccc2)c(C)c1NC(=O)COc1ccc(Br)cc1Cl | 11 | 2 | 7 | -15 | 6 | 4 | 1 | -8
CC1CN(S(=O)(=O)c2ccc(C(=O)Nc3nccs3)cc2)CC(C)O1 (configuration not stated) | -15 | -1 | 8 | -6 | 11 | -7 | 11 | -5
CCOc1ccccc1N1C(=O)c2ccc(C(=O)Nc3cccnc3)cc2C1=O | 11 | 10 | -3 | 2 | -7 | -4 | -1 | -3
CCOc1cc(C(=O)Nc2cc(F)ccc2C)ccc1OCC(=O)N1CCOCC1 | 10 | 6 | -4 | 3 | -2 | 4 | -29 | 3
Cc1ccccc1-c1nc(-c2ccc(NC(=O)c3ccc4c(c3)OCO4)cc2)no1 | 7 | -9 | 6 | -27 | -7 | 7 | -22 | -6
CCOc1cccc(SCc2noc(C(=O)NCC3CCCO3)c2C(=O)O)c1 (configuration not stated) | 9 | -6 | -5 | 8 | -5 | -11 | 2 | 3
O=C(CSc1nc2c(cnn2-c2ccccc2)c(=O)[nH]1)N1N=C(c2cccs2)CC1c1ccc(F)cc1 (configuration not stated) | 17 | -9 | 12 | 1 | -10 | 1 | -2 | 1
O=C(NNC1CC(=O)N(c2ccc(Cl)cc2)C1=O)c1ccco1 (configuration not stated) | -5 | 0 | 8 | 9 | -5 | -1 | 1 | -5
CC(=O)Nc1ccc(Nc2ccc([N+](=O)[O-])cn2)cc1 | 2 | -31 | -14 | -12 | 12 | -19 | 5 | -5
CC1CCc2nc3ccc(S(=O)(=O)N4CCC(C(=O)NCc5ccccc5Cl)CC4)cc3c(C(=O)O)c2C1 (configuration not stated) | 9 | -4 | 0 | 14 | 4 | 3 | 10 | 7
CCn1ccc(=O)c2cc3c(cc21)OCO3 | -1 | -5 | 19 | 5 | -11 | -9 | -9 | -1
CN(Cc1c(C(=O)N/N=C/c2ccc(F)cc2)nnn1-c1nonc1N)C1CCCCC1 | 2 | -4 | 1 | -16 | 9 | -9 | -12 | -4
CCN(Cc1ccccc1)c1ccc(/C=N/NS(=O)(=O)c2cccc([N+](=O)[O-])c2)cc1 | 19 | -27 | -4 | 22 | -7 | -12 | -5 | 4
COc1ccc(N(CC(=O)NCCc2ccc(OC)c(OC)c2)S(=O)(=O)c2c(C)noc2C)cc1 | -28 | 7 | 9 | -11 | 2 | -2 | -9 | -2
COC(=O)CN(C)C(=O)CC1C(=O)NCCN1CC(C)(C)C (configuration not stated) | -6 | 4 | 3 | 8 | 8 | 11 | 13 | 4
Cc1ccc(-n2ncc3c(SCc4cccc(C)c4)ncnc32)cc1 | 0 | 31 | -6 | -23 | 6 | -18 | -56 | -5

(continued)
SMILES | Apaf1 inhib | UBC13 inh | Jurkat NFkB inh | 697 NFkB inh | SENP7 block | SENP8 inh | Gli-Sufu block | HKDC1 inhibitor
O=C(O)c1cccc(OCc2ccccc2Cl)c1 | -3 | 13 | -31 | -73 | 75* | 79* | -42 | 12
c1ccc(-c2ccnc3nc(N4CCN(c5ccccc5)CC4)nn23)cc1 | 9 | 14 | -2 | 6 | 3 | 4 | 11 | -3
COc1cc2c3c(c1OC)C1(C=CC(=O)C=C1)CC3N(C(=O)c1ccccc1)CC2 (configuration not stated) | -8 | -5 | 13 | 8 | -1 | 1 | 4 | -12
CC(=O)NC1C(=O)N=C(SCC(=O)Nc2cccc(Cl)c2)NC1=O (configuration not stated) | -11 | 2 | 1 | 7 | 6 | 0 | -5 | -6
Cc1cc(C)c(OCC(=O)N(Cc2cccs2)C2CCS(=O)(=O)C2)c(C)c1 (configuration not stated) | 12 | 6 | 8 | -8 | 1 | 3 | -7 | -3
CCCCN(C(=O)CCC(=O)Nc1cc(C)on1)C(C(=O)NC(C)(C)C)c1ccccc1Cl (configuration not stated) | 11 | -2 | 1 | 17 | -1 | 1 | 3 | -5
Cc1nnc(SCC(=O)Nc2nccs2)o1 | 11 | -5 | -8 | 4 | 4 | 0 | 3 | -8
CC1(C2(O)CCCCC2)NCCc2ccccc21 (configuration not stated) | -3 | 0 | -19 | 15 | 2 | 8 | -9 | -4
COc1cc(O)c2c(=O)c3c(OC)c(O)ccc3oc2c1 | 7 | 4 | -26 | -15 | 4 | -4 | -10 | 1
CCCCn1c(N)c(N(CCOC)C(=O)COC(=O)COc2cc(C)c(Cl)cc2C(C)C)c(=O)[nH]c1=O | 29 | 1 | 7 | 11 | -7 | -5 | -9 | 0
CC(=O)Nc1cccc(NC(=O)c2ccc(Br)cc2)c1 | -7 | 1 | -27 | 9 | -6 | -2 | -17 | -2
O=C(NCC1CCCO1)c1ccc(N2CCCCC2)c([N+](=O)[O-])c1 (configuration not stated) | -4 | -21 | 11 | -2 | -5 | -1 | -8 | -1
Cc1cc(C(=O)Cn2nc(C(=O)O)c3ccccc3c2=O)c(C)n1CC(F)(F)F | 10 | -5 | -21 | -57 | -2 | -14 | -23 | -22
CC1(C(=O)N/N=C/c2c(F)c(F)c(F)c(F)c2F)CC1(Cl)Cl (configuration not stated) | -17 | -1 | -2 | -2 | 10 | -4 | 0 | 1
O=C(NCCCl)NNC(=O)c1cc2ccccc2cc1O | 13 | 2 | -15 | -17 | 8 | -9 | -19 | -9
Cc1nc(SCC(=O)NC(C)(C#N)C2CC2)c2c(-c3cccs3)csc2n1 (configuration not stated) | 14 | 5 | 8 | 3 | 1 | -5 | 43 | 10
O=S(=O)(Nc1ccc(-n2cnnn2)cc1)c1cccc(Cl)c1 | 2 | 6 | 2 | 24 | -6 | -7 | -4 | -2
C=CCc1ccc(OCCCCN2CC(C)CC(C)C2)c(OC)c1 (configuration not stated) | -5 | -6 | -15 | 2 | 9 | 1 | 9 | -3
N#CC[C@H](Cc1ccccc1)N1CC[C@@H](NC(=O)OCc2ccccc2)CCC1=O | 14 | 22 | 17 | 16 | 11 | 3 | 3 | -3
CCC(=O)c1c(OCc2ccccc2)ccc2c(C)cc(=O)oc12 | -11 | 5 | -12 | -9 | -4 | 0 | nt | nt
CCOc1ccc(CCNC(=O)c2nnn(CC(=O)Nc3ccc(C)cc3)c2N)cc1OCC | -1 | -6 | 3 | -1 | 5 | 5 | -9 | -4
COc1cc(OC)cc(C(=O)NNC(=O)CCNS(=O)(=O)c2ccc(Br)cc2)c1 | 0 | 4 | -6 | -32 | 4 | 2 | -7 | -2
COc1ccc(CCNC(=O)CC(=O)NCCc2ccc(OC)cc2)cc1 | -1 | 7 | 2 | -1 | 5 | -4 | 34 | -6
O=C(Nc1cccc(C(=O)O)c1)Nc1ccc2c(c1)OCO2 | 10 | -8 | 88* | 71* | 100* | 92* | -62 | -1
COc1ccc([C@H]2CC(=O)C=C(c3ccc4ccn(C)c4c3)C2)cc1 | 22 | 10 | -16 | -30 | -6 | -8 | -75 | 3
CC(C)(C)c1ccc(OCCCNCc2ccccc2)cc1 | 8 | 41 | 3 | 1 | -3 | -8 | -9 | 3
CC(=O)Nc1cccc(C(=O)OC(C)C(=O)N2CCc3ccccc32)c1 (configuration not stated) | 0 | 0 | -7 | 17 | 12 | -11 | 1 | 0
CC1(C)CC(=O)C/C(=N/NC(=O)CCCOc2ccc(Cl)cc2Cl)C1 | 11 | -14 | -6 | 4 | 1 | -4 | 99* | -1

Three compounds already listed, ordered by molecular weight, ascending.
SMILES | Apaf1 inhib | UBC13 inh | Jurkat NFkB inh | 697 NFkB inh | SENP7 block | SENP8 inh | Gli-Sufu block | HKDC1 inhibitor
O=C(NCCCl)NNC(=O)c1cc2ccccc2cc1O | 13 | 2 | -15 | -17 | 8 | -9 | -19 | -9
CC(=O)Nc1cccc(NC(=O)c2ccc(Br)cc2)c1 | -7 | 1 | -27 | 9 | -6 | -2 | -17 | -2
CC(=O)NC1C(=O)N=C(SCC(=O)Nc2cccc(Cl)c2)NC1=O (configuration not stated) | -11 | 2 | 1 | 7 | 6 | 0 | -5 | -6
